Assay outcomes (PubChem BioAssay)
Neddylation inh = cullin neddylation inhibition; calls only at 25 µM; 360,000 tested, 0.58% active; TR-FRET cullin neddylation, biochemical; AID 651699; in the data active = inhibition above about 36%
Rpn11 inh = blocks the human proteasome subunit Rpn11; O00487; human 26S proteasome, Ub4-pepOG fluorescence polarization; 20S core pre-blocked with epoxomicin; calls only at 20 µM; 360,000 tested, 0.59% active; AID 588493;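 active = inhibition at 20 µM, scaled to each plate's controls, above about 33%, limit read from the data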
Target sequence (O00487 whole entry, looked up): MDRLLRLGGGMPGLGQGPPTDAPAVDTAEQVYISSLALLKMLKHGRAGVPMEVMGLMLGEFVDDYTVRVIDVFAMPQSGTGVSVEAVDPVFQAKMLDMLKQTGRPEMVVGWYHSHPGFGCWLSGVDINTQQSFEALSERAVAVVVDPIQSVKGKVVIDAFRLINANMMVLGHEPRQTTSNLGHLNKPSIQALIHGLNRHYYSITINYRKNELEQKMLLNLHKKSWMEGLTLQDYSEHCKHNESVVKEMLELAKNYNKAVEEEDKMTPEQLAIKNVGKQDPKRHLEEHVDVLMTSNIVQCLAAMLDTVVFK
LMPTP inh = blocks human LMPTP phosphatase. 360,000 tested, 0.22% active. inhibition, % at 20 µM. recombinant LMPTP-A, OMFP fluorogenic substrate, fluorescence intensity. P24666. AID 651560;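 active = compounds that cut the enzyme signal by at least half of the control window in the single-dose screen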;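 note: plate controls were DMSO wells with enzyme plus substrate for no effect and substrate without enzyme for full effect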
Target sequence (P24666 whole entry, looked up): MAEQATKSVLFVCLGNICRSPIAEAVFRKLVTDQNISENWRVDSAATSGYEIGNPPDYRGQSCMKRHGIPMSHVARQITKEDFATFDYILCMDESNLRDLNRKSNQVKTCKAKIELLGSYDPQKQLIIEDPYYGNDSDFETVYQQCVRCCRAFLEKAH
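test system = LMPTP-A | amount = 0.625 nM LMPTP-A final | reagent = fluorogenic phosphatase substrate OMFP at 400 µM final | incubation = 50 min at room temperature | benchmarks = no-enzyme low control, uninhibited high control | medium = Bis-Tris pH 6.0, DTT, detergent | signal = fluorescence intensity of OMFP turnover product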
DNMT1 block = DNMT1 (human) enzyme inhibition | DNMT1 molecular beacon, Hinp1I cleavage, fluorescence | inhibition (reported as % activation of signal), % at 10 µM | P26358 | 360,000 tested, 0.83% active | AID 588458; in the data active = inhibition above about 50%
CSN inh = inhibitors of human CSN-mediated cullin deneddylation | Purified CSN, SCF-Nedd8-OG deneddylation, fluorescence polarization | inhibition, % at 12.5 µM | Q92905 | 360,000 tested, 0.38% active;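 active = pattern-corrected inhibition above about 35%, with an unprinted fluorescence ratio check between 0.5 and 1.5, limit read from the data, passing the limit was not always enough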;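 note: 0% = enzyme with substrate and 100% = substrate without enzyme; some results filed as inactive read as strong as hits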
Target sequence (Q92905 whole entry, looked up, one chain of several): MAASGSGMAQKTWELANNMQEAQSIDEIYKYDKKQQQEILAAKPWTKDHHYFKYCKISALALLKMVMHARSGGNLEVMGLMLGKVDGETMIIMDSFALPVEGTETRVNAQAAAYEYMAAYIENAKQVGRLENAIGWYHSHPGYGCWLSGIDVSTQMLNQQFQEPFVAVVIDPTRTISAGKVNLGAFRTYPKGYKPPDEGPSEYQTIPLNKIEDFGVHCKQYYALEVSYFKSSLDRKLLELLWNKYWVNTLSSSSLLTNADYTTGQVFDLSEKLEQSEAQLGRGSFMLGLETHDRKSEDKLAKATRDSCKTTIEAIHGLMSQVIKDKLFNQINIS
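Assay system: HEK293T-derived human Csn5 enzyme; quantity: 0.24 nM enzyme; medium: Tris/NaCl/DTT buffer, pH 7.5; also added: substrate SCFSkp2-Nedd8OG, 10 nM; doses: 12.5 µM compound; schedule: 90 min reaction at room temperature; signal: FP; read-out: % inhibition of substrate cleavage by Csn5; benchmarks: substrate-only high control, full reaction low control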
SUMO1 PPI mod = modulators of human SUMO1-mediated protein-protein interactions | P63165 | SUMO1 binding to a labelled peptide, TR-FRET, 1 h | inhibition, % at 20 µM | 360,000 tested, 0.33% active; in the data active = inhibition above about 37%
NadD block = NadD (S. aureus) enzyme inhibition. AID 602399. 360,000 tested, 0.78% active. purified NadD enzyme, colorimetric absorbance read-out. inhibition, % at 20 µM; in the data active = inhibition above about 26%; note: some compounds past the cut are filed as inactive
Rin1 Abl inh = human Rin1-Abl interaction inhibition. P00519+Q13671. TR-FRET Rin1/Abl binding, biochemical. inhibition, % at 7.35 µM. 360,000 tested, 0.4% active. AID 588664; in the data active = inhibition above about 5%, passing the limit was not always enough
Scp-1 inhibitor = inhibitors of human Scp-1 phosphatase; inhibition, % at 20 µM; AID 493091; 340,000 tested, 0.88% active; Recombinant Scp1, phosphopeptide, malachite green phosphate absorbance;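 active = inhibition above about 50% at 20 µM, limit read from the data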;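 note: plate controls were DMSO wells with enzyme for no effect and wells lacking enzyme for full effect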
Target sequence (Q9GZU7 76-261 limits assumed): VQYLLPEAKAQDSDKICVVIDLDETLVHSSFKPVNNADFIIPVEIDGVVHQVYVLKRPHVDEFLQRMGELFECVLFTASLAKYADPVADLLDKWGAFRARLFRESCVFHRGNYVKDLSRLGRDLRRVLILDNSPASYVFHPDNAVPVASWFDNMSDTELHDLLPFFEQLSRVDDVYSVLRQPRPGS
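Test system: SCP-1 phosphatase catalytic domain, residues 76-261 | Compound dosing: One concentration, 20 µM, with 1.0% DMSO | Schedule: 45 min room-temperature reaction, 5 min colour, 30 min stabiliser | Detection: Absorbance at 630 nm | Read-out basis: % inhibition of SCP-1 phosphate liberation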
STEP block = STEP (human) phosphatase inhibition; inhibition, % at 20 µM; 360,000 tested, 0.25% active; recombinant STEP, OMFP fluorogenic substrate, fluorescence; AID 588621;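 active = inhibition at 20 µM, scaled per plate between control wells, above about 37%, limit read from the data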;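 note: 0% = DMSO with enzyme and substrate and 100% = substrate only without enzyme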
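System: STEP (striatal-enriched tyrosine phosphatase) enzyme, cell-free; medium: Bis-Tris pH 6.0 buffer with DTT, detergent; dosing: 20 µM, 1% DMSO; times: reaction 20 min, ambient temperature; detection: fluorescence, 480/540 nm; read-out basis: normalized % inhibition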
The depositor's hits bear a star. No enrichment for hits. About 3.8% of those tested had a hit in this group.

Screening Cc1ccc(S(=O)(=O)N2CCC(C(=O)NCC(C)(C)N3CCOCC3)CC2)c(C)c1 returned Neddylation inh inactive, Rpn11 inh inactive, LMPTP inh 0.3, DNMT1 block 5, CSN inh 5, SUMO1 PPI mod 7, NadD block 0, Rin1 Abl inh 0, Scp-1 inhibitor -5 and STEP block -3.
Screening COc1cc(/C=C2/SC(=S)N(CCC(=O)N3CCN(C)CC3)C2=O)cc(OC)c1OC returned Neddylation inh inactive, Rpn11 inh inactive, LMPTP inh -1.9, DNMT1 block 4, CSN inh -3, SUMO1 PPI mod -35, NadD block -3, Rin1 Abl inh -1 and STEP block 2.
Screening Cc1nc(N)[nH]c(=O)c1CCCNc1ccc([N+](=O)[O-])cc1 returned Neddylation inh inactive, Rpn11 inh inactive, LMPTP inh 9.4, DNMT1 block 0, CSN inh 1, SUMO1 PPI mod -38, NadD block -1, Rin1 Abl inh -8, Scp-1 inhibitor -10 and STEP block 2.
CCOc1ccc(NC(=S)NCCN2CCN(Cc3ccccc3)CC2)cc1 was read as Neddylation inh inactive, Rpn11 inh inactive, LMPTP inh -2.0, DNMT1 block 1, CSN inh -3, SUMO1 PPI mod 1, NadD block -10, Rin1 Abl inh 3, Scp-1 inhibitor -4 and STEP block 3.
`CN1CCN(CCOc2ccc(Cc3ccccc3)cc2)CC1` gave Neddylation inh inactive, Rpn11 inh inactive, LMPTP inh -2.9, DNMT1 block 3, CSN inh 0, SUMO1 PPI mod 3, NadD block -8, Rin1 Abl inh 2, Scp-1 inhibitor -2 and STEP block -2.
O=C(Cc1ccc(Cl)c(Cl)c1)N1CCOCC1 was read as Neddylation inh inactive, Rpn11 inh inactive, LMPTP inh -1.5, DNMT1 block -1, CSN inh 6, SUMO1 PPI mod 0, NadD block -6, Rin1 Abl inh -2, Scp-1 inhibitor 1 and STEP block -2.
For Cc1cccc(NC(=O)CSCC(=O)Nc2sccc2C#N)c1 the results were Neddylation inh inactive, Rpn11 inh inactive, LMPTP inh 1.1, DNMT1 block -5, CSN inh 7, SUMO1 PPI mod 9, NadD block -5, Rin1 Abl inh 4, Scp-1 inhibitor -4 and STEP block -1.
CC(=O)c1c(C)[nH]c(C(=O)COC(=O)CN2C(=O)C3CCCCC3C2=O)c1C (stereo not given) was read as Neddylation inh inactive, Rpn11 inh inactive, LMPTP inh 0.2, DNMT1 block 2, CSN inh -2, SUMO1 PPI mod 9, NadD block -4, Rin1 Abl inh 1, Scp-1 inhibitor 0 and STEP block -3.
CCOc1ccc(NC(=O)CCn2ccnc2)cc1 was read as Neddylation inh inactive, Rpn11 inh inactive, LMPTP inh 0.2, DNMT1 block 0, CSN inh 1, SUMO1 PPI mod 5, NadD block 1, Rin1 Abl inh 1, Scp-1 inhibitor -5 and STEP block -3.
For Cc1cc(C(=O)Nc2ccc(C(=O)O)cc2)c(-c2ccccc2)o1 the results were Neddylation inh inactive, Rpn11 inh inactive, LMPTP inh 0.4, DNMT1 block 1, CSN inh 2, SUMO1 PPI mod 2, NadD block -1, Rin1 Abl inh 0, Scp-1 inhibitor -14 and STEP block -2.
Screening O=C(N/N=C/c1cc([N+](=O)[O-])ccc1O)c1cccc2cc[nH]c12 returned Neddylation inh inactive, Rpn11 inh inactive, LMPTP inh 0.8, DNMT1 block -1, CSN inh -4, SUMO1 PPI mod -5, NadD block -3, Rin1 Abl inh -5, Scp-1 inhibitor -11 and STEP block 4.
`CC(C)C(NC(=O)c1ccco1)C(=O)OCC(=O)N1CC(=O)Nc2ccccc21` (stereo not given) gave Neddylation inh inactive, Rpn11 inh inactive, LMPTP inh -0.6, DNMT1 block 0, CSN inh -1, SUMO1 PPI mod 5, NadD block 2, Rin1 Abl inh 3, Scp-1 inhibitor -1 and STEP block 2.
For Cc1noc(NS(=O)(=O)c2ccc(NC(=O)c3nn(-c4ccccc4)ccc3=O)cc2)c1C the results were Neddylation inh inactive, Rpn11 inh inactive, LMPTP inh -1.7, DNMT1 block 4, CSN inh 2, SUMO1 PPI mod -11, NadD block -6, Rin1 Abl inh 3, Scp-1 inhibitor -5 and STEP block -2.
For CCn1c(SCC(=O)Nc2cc(Cl)ccc2OC)nnc1C1CC1 the results were Neddylation inh inactive, Rpn11 inh inactive, LMPTP inh -0.9, DNMT1 block 2, CSN inh -2, SUMO1 PPI mod 2, NadD block 3, Rin1 Abl inh 3, Scp-1 inhibitor -5 and STEP block 1.
`Cc1ccc(NC(=O)CSC2=C(C#N)C(c3ccc4c(c3)OCO4)CC(=O)N2)cc1C` (stereo not given) gave Neddylation inh inactive, Rpn11 inh inactive, LMPTP inh 2.5, DNMT1 block 5, CSN inh 1, SUMO1 PPI mod -2, NadD block -2, Rin1 Abl inh -2, Scp-1 inhibitor -5 and STEP block -2.

Next part, overlapping the part above by two compounds.
For CCn1c(SCC(=O)Nc2cc(Cl)ccc2OC)nnc1C1CC1 the results were Neddylation inh inactive, Rpn11 inh inactive, LMPTP inh -0.9, DNMT1 block 2, CSN inh -2, SUMO1 PPI mod 2, NadD block 3, Rin1 Abl inh 3, Scp-1 inhibitor -5 and STEP block 1.
`Cc1ccc(NC(=O)CSC2=C(C#N)C(c3ccc4c(c3)OCO4)CC(=O)N2)cc1C` (stereo not given) gave Neddylation inh inactive, Rpn11 inh inactive, LMPTP inh 2.5, DNMT1 block 5, CSN inh 1, SUMO1 PPI mod -2, NadD block -2, Rin1 Abl inh -2, Scp-1 inhibitor -5 and STEP block -2.
`CC1CCCC(C)N1CCCNC(=O)CN1C(=O)c2cccnc2Oc2ccc(Cl)cc21` (stereo not given) gave Neddylation inh inactive, Rpn11 inh inactive, LMPTP inh -3.3, DNMT1 block -3, CSN inh -8, SUMO1 PPI mod 1, NadD block -3, Rin1 Abl inh -1, Scp-1 inhibitor -1 and STEP block -5.
Screening CCC(=O)N(CCC(Cc1ccccc1)c1ccco1)Cc1ccco1 (stereo not given) returned Neddylation inh inactive, Rpn11 inh inactive, LMPTP inh 1.6, DNMT1 block 1, CSN inh 5, SUMO1 PPI mod 2, NadD block 2, Rin1 Abl inh 0, Scp-1 inhibitor -14 and STEP block 0.
Screening Cc1cccc(N/N=C(\C(N)=O)C2=NC(C)(C)Cc3ccccc32)c1 returned Neddylation inh inactive, Rpn11 inh inactive, LMPTP inh 0.6, DNMT1 block 6, CSN inh -6, SUMO1 PPI mod -5, NadD block -1, Rin1 Abl inh -2, Scp-1 inhibitor -4 and STEP block -1.
Clc1ccc(-c2csc(-c3ccno3)n2)cc1 was read as Neddylation inh inactive, Rpn11 inh inactive, LMPTP inh 0.2, DNMT1 block -4, CSN inh 3, SUMO1 PPI mod -9, NadD block -5, Rin1 Abl inh 0, Scp-1 inhibitor -18 and STEP block 1.
For CCN(C(=O)COC(=O)CCCOc1ccccc1)c1c(N)n(Cc2ccccc2)c(=O)[nH]c1=O the results were Neddylation inh inactive, Rpn11 inh inactive, LMPTP inh 0.3, DNMT1 block 4, CSN inh 1, SUMO1 PPI mod 3, NadD block 3, Rin1 Abl inh 2, Scp-1 inhibitor 0 and STEP block -4.
Screening NC(=O)c1cc(N2C(=O)C3CC=CCC3C2=O)ccc1N1CCCCC1 (stereo not given) returned Neddylation inh inactive, Rpn11 inh inactive, LMPTP inh -2.8, DNMT1 block -2, CSN inh 2, SUMO1 PPI mod 0, NadD block 0, Rin1 Abl inh 1, Scp-1 inhibitor 0 and STEP block -1.
Screening CCCn1c(N2CCN(S(=O)(=O)Cc3ccccc3)CC2)nc2ccccc21 returned Neddylation inh inactive, Rpn11 inh inactive, LMPTP inh 0.8, DNMT1 block -10, CSN inh 1, SUMO1 PPI mod -5, NadD block -1, Rin1 Abl inh -4, Scp-1 inhibitor -2 and STEP block 3.
`CCCNC(=O)C(Cc1ccc(C(F)(F)P(=O)(OCC)OCC)cc1)NC(=O)c1ccc(C#N)cc1` (stereo not given) gave Neddylation inh inactive, Rpn11 inh inactive, LMPTP inh -2.2, DNMT1 block 1, CSN inh 3, SUMO1 PPI mod 4, NadD block -7, Rin1 Abl inh 1, Scp-1 inhibitor 5 and STEP block 0.
`C[C@H](CO)N1C[C@H](C)[C@@H](CN(C)S(=O)(=O)c2cccs2)Oc2ccc(NC(=O)NC3CCCCC3)cc2C1=O` gave Neddylation inh inactive, Rpn11 inh inactive, LMPTP inh 1.1, DNMT1 block -3, CSN inh 0, SUMO1 PPI mod 0, NadD block 4, Rin1 Abl inh 2, Scp-1 inhibitor -2 and STEP block 0.
Cc1ccc(S(=O)(=O)N2CCN(c3ccc(C(F)(F)F)cc3[N+](=O)[O-])CC2)cc1 was read as Neddylation inh inactive, Rpn11 inh inactive, LMPTP inh 1.7, DNMT1 block -5, CSN inh 5, SUMO1 PPI mod -2, NadD block 1, Rin1 Abl inh -3, Scp-1 inhibitor -13 and STEP block 5.
`Cc1ccc(NC(=O)CN(C)C(=O)COC(=O)c2ccc(Cl)cc2O)cc1` gave Neddylation inh inactive, Rpn11 inh inactive, LMPTP inh 0.2, DNMT1 block 2, CSN inh -2, SUMO1 PPI mod -6, NadD block 9, Rin1 Abl inh 4, Scp-1 inhibitor 5 and STEP block 1.
For CC(C)[C@H](NS(=O)(=O)c1ccc2c(c1)OCCO2)C(=O)OCC(=O)Nc1ccccc1 the results were Neddylation inh inactive, Rpn11 inh inactive, LMPTP inh -1.7, DNMT1 block -3, CSN inh 0, SUMO1 PPI mod -3, NadD block -5, Rin1 Abl inh -2, Scp-1 inhibitor -8 and STEP block -2.
Screening CCN(CC)c1ccc(C(=O)Nc2cccc(F)c2)cc1 returned Neddylation inh inactive, Rpn11 inh inactive, LMPTP inh 1.5, DNMT1 block -3, CSN inh 5, SUMO1 PPI mod 15, NadD block 2, Rin1 Abl inh 1, Scp-1 inhibitor 4 and STEP block 0.
COCCNc1nc(Oc2cccc3ccccc23)c2sccc2n1 was read as Neddylation inh inactive, Rpn11 inh inactive, LMPTP inh 2.5, DNMT1 block -9, CSN inh 2, SUMO1 PPI mod -4, NadD block -2, Rin1 Abl inh -6 and STEP block 2.
`Cc1ccc(NC(=O)CCCCCCCCCCC2COCCO2)c(C)c1` (stereo not given) gave Neddylation inh inactive, Rpn11 inh inactive, LMPTP inh 0.1, DNMT1 block 10, CSN inh -2, SUMO1 PPI mod -3, NadD block -9, Rin1 Abl inh 0, Scp-1 inhibitor -4 and STEP block -2.
Screening Nc1ccc(S(=O)(=O)N2CCc3ccccc32)cc1 returned Neddylation inh inactive, Rpn11 inh inactive, LMPTP inh 1.1, DNMT1 block -4, CSN inh 0, SUMO1 PPI mod 5, NadD block -4, Rin1 Abl inh 1, Scp-1 inhibitor -2 and STEP block -1.
For Cn1nc(-c2ccccc2)cc1NC(=O)Nc1ccc(C(C)(C)C)cc1 the results were Neddylation inh inactive, Rpn11 inh inactive, LMPTP inh 2.5, DNMT1 block 0, CSN inh 2, SUMO1 PPI mod -1, NadD block 4, Rin1 Abl inh -2, Scp-1 inhibitor -11 and STEP block -2.
